# High-throughput results from PubChem BioAssay.
# CAL PDZ FP-1: CAL PDZ peptide-binding inhibitors, primary screen, biochemical, fluorescence polarization, Cer-tagged CAL PDZ, HTS | AID 504414, 2011 | inhibition, % at 20 µM | purified CAL PDZ, TMR-peptide fluorescence polarization, 1 h | hit rate 0.02% among 330,000 | Golgi-associated PDZ and coiled-coil motif-containing protein (Homo sapiens), Q9HD26;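 active = highest replicate inhibition of at least 40%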;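 note: plate controls were DMSO neutral control wells for no effect and unlabeled competitor peptide control wells for full effect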
#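 System: tagged CAL PDZ domain. Schedule: 1 h room-temperature incubation prior to read. Signal: fluorescence polarization (mP). Measure: percent inhibition from loss of millipolarization.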
# CAL PDZ FP-2: untagged CAL PDZ binding inhibitors, primary screen, biochemical, fluorescence polarization, HTS; Golgi-associated PDZ and coiled-coil motif-containing protein (Homo sapiens), Q9HD26; purified CAL PDZ, TMR-peptide fluorescence polarization, 1 h; inhibition, % at 24.9 µM; hit rate 0.92% among 300,000; AID 602252, 2012;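 active = mean inhibition of at least 30% with at least half of replicates also reaching 30%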;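 note: 0% = DMSO neutral control and 100% = excess unlabeled competitor peptide PRC23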
# LANA DNA inh: inhibitors of KSHV C-LANA binding to DNA, primary screen, biochemical, fluorescence polarization, FAM-LBS DNA, MBP-C-LANA, single point | inhibition, % at 9 µM | hit rate 0.078% among 340,000;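 active = highest replicate inhibition at or above 60% at 9 µM, even if other replicates fall short; inactive = all replicates below 60% inhibition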;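 note: 0% = neutral control wells and 100% = 4 µM acridine orange control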
# PKA-R2B activ: activators of PKA-R2B holoenzyme, primary screen, biochemical, fluorescence polarization, Cy5-IP20, human; cAMP-dependent protein kinase catalytic subunit beta (Homo sapiens) + cAMP-dependent …; PKA-R2B holoenzyme dissociation; R2B truncated from residue 108, S112A mutant; 0% DMSO only, 100% 113 µM cGMP; activation, % at 11.4 µM; hit rate 0.079% among 340,000; AID 504700, 2011;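 active = activation above a cutoff set at the mean over all compounds plus 3 SD, cut at about 18% in these data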;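 note: higher means more holoenzyme dissociation and a rise in polarization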
# Target sequence (P31323 whole entry, looked up, other chains not shown, the tested form may be a part): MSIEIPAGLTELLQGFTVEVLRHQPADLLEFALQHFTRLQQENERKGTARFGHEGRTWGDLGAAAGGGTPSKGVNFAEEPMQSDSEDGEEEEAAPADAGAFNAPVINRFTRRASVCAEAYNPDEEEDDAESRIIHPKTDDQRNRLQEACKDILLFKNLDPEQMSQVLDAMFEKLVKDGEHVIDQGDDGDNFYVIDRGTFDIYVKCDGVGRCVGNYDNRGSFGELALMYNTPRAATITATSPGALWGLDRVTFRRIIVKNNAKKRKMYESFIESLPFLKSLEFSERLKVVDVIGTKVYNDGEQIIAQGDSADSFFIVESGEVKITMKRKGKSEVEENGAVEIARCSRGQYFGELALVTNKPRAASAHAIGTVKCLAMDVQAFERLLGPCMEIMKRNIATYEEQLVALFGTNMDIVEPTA
# Rtt109 HAT inh: inhibitors of C. albicans Rtt109/Vps75 HAT, primary screen, biochemical, ThioGlo CoA-SH fluorescence, plate reader | purified Rtt109/Vps75, 4 h | inhibition, % at 34.9 µM | hit rate 0.16% among 330,000 | AID 540336, 2011;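 active = inhibition of at least 50% in every replicate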
# SR-BI DiI-HDL act: activators of SR-BI mediated DiI-HDL uptake, primary screen, ldlA[mSR-BI] CHO cells, DiI fluorescence | AID 504775, 2011 | 3 h; 100 = double the neutral-control signal | hit rate 0.096% among 320,000 | activation, % at 12.5 µM;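 active = mean replicate activation of at least 60% and every replicate at or above 60%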;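 note: 0% = median plate neutral-control signal and 100% = twice that signal; values of inactives mirror those of a sister screen read the other way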
#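 Test system: SR-BI-overexpressing, LDLR-lacking CHO cells; Medium: Ham's F12 with 0.5% BSA, HEPES 25 mM, pH 7.4; Schedule: 3 h, 37 °C; Technique: bottom-read fluorescence, 550/595 nm.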
# cardiac RTF act: cardiac RTF calcium sensitivity activators, primary screen, biochemical, IANBD-TnC fluorescence, EC20 calcium; hit rate 0.24% among 340,000; Troponin I, cardiac muscle (Homo sapiens) + Troponin T, cardiac muscle (Homo sapiens) + …; activation, % at 7.2 µM; IANBD-labeled TnC RTF fluorescence at EC20 calcium; 0% EC20 calcium, 100% full calcium;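 active = activation above the mean over all tested compounds plus 3 SD, cut at about 30% in these data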;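 note: rise in fluorescence read as greater calcium sensitivity of cardiac thin filaments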
# Keap1 Nrf2 FP: Keap1-Nrf2 protein-protein interaction inhibitors, primary screen, biochemical, fluorescence polarization, single point | Keap1 Kelch-Nrf2 peptide fluorescence polarization, 1536-well | inhibition, % at 9.4 µM | hit rate 0.15% among 340,000 | AID 504523, 2011; in the data active = inhibition above about 12%;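 note: human Keap1 Kelch domain with fluorescein labeled Nrf2 9mer peptide probe; 0% = neutral control wells and 100% = peptide positive control; higher means more block of Keap1 binding to Nrf2 peptide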
# DAGLB inh: DAGLB lipase inhibitors, primary screen, biochemical, fluorescence, HTS | Diacylglycerol lipase-beta (Homo sapiens), Q8NCG7 | HEK293T DAGLB membrane lysate, EnzChek fluorogenic substrate | hit rate 0.059% among 340,000 | AID 504411, 2011 | inhibition, % at 5.17 µM; in the data active = inhibition above about 34%;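 note: 0% = enzyme with vehicle and 100% = wells lacking enzyme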
# Target sequence (Q8NCG7 whole entry, looked up): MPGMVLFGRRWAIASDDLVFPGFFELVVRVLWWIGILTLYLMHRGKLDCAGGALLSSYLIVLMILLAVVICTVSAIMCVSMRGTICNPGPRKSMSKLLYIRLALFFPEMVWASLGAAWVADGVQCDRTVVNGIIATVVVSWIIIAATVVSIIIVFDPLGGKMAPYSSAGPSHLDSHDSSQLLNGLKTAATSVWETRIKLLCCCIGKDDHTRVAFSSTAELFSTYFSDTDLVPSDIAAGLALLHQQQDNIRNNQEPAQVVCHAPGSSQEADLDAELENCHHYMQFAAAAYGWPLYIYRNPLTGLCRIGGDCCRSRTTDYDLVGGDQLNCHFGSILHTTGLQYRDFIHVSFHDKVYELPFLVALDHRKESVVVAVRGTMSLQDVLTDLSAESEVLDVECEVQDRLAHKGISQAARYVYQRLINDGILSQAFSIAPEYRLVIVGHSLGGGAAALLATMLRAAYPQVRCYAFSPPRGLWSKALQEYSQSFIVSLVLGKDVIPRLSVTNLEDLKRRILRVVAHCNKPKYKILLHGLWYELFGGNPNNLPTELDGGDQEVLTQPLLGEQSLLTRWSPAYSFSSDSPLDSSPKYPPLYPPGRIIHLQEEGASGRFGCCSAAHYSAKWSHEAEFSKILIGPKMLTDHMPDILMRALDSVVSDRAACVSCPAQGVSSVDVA
# RTF Ca sens inh: cardiac RTF calcium sensitivity inhibitors, primary screen, biochemical, IANBD-TnC fluorescence, EC70 calcium; hit rate 0.12% among 340,000; inhibition, % at 7.15 µM; Troponin I, cardiac muscle (Homo sapiens) + Troponin T, cardiac muscle (Homo sapiens) + …; AID 493244, 2011; IANBD-labeled cardiac RTF, Ca2+ fluorescence;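 active = inhibition above the mean inhibition of all tested compounds plus 3 SD, cut at about 17% in these data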;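 note: assay run at fixed EC70 calcium of 1.6 mM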
# * hit, by the source's call; / = not tested or not shown. Random draw from the library; 1.6% or so of the library scored in one or more.
item	CAL PDZ FP-1	Keap1 Nrf2 FP	CAL PDZ FP-2	PKA-R2B activ	RTF Ca sens inh	DAGLB inh	Rtt109 HAT inh	cardiac RTF act	LANA DNA inh	SR-BI DiI-HDL act	structure
1	-3.9	3	1	8	-1	-18	3	-4	-1.1	/	Cc1nnc(NCc2cccc(Cl)c2)c2ccccc12
2	0.5	3	-5	-8	-5	-3	-2	2	2.1	-8	CCN(CC)C(=O)c1[nH]cnc1C(=O)NCCCCCNC(=O)OC(C)(C)C
3	-0.4	-8	-2	-5	-11	-2	-6	0	0.7	17	COc1cc2c(cc1OC)C(Cc1ccc(O)cc1)NCC2 (centres undefined)
4	-0.9	-10	-3	-4	-5	-4	3	-1	-1.7	-12	O=C(C1=C[C@H](c2ccc(C(F)(F)F)cc2)C[C@H](OCc2ccc(CO)cc2)O1)N1CCN(Cc2ccc3c(c2)OCO3)CC1
5	-0.2	4	-4	0	-3	-5	-7	9	-0.4	-9	COn1c(SCc2cccnc2)nc2ccccc2c1=O
6	-0.6	0	3	-13	1	-14	1	-7	0.9	7	CCOC(=O)C1=CN(Cc2cccc(F)c2)S(=O)(=O)N(CC)C1CCc1ccccc1 (centres undefined)
7	-3.8	-1	-7	0	-4	0	4	-3	0.8	-1	CC(C)(C)n1nnnc1C(c1ccncc1)N(Cc1ccccc1)Cc1ccco1 (centres undefined)
8	-3.2	-1	-5	-6	-2	0	-10	-2	-0.4	0	O=C(NC(=S)Nc1nc(-c2ccc([N+](=O)[O-])cc2)cs1)c1ccco1
9	1.8	2	-5	-10	-17	-3	3	-1	0.8	-33	CC1(C)Cc2c(sc3nc(-c4ccccc4Cl)n(N)c(=O)c23)CO1
10	-3.2	-7	0	-13	-17	2	-7	-6	1.2	1	CCC(C)c1ccc(NC(=O)NCc2cccnc2)cc1 (centres undefined)
11	-0.3	-2	/	1	-1	-2	-21	0	0.0	8	CC(=O)NC(Cc1ccc(C)cc1)C(=O)NC1CCN(C(=O)c2cnccn2)CC1 (centres undefined)
12	0.5	0	2	6	-7	1	1	-1	-1.8	24	O=C(COc1ccc(Br)cc1CNCCCN1CCOCC1)Nc1ccccc1
13	-2.0	2	/	2	-8	3	-7	-2	-0.2	6	COc1cc(OC)c(OC)cc1CN1CCN(c2ccccc2OC)CC1
14	/	0	-5	-13	-2	-1	6	3	-1.0	36	CCn1ccc(C(=O)Oc2ccc(Cl)cc2)n1
15	-2.7	-1	-3	-5	-2	-5	2	-8	-0.9	21	O=S(=O)(c1ccc(Cl)cc1)N1CN(CC2CCCO2)c2nc3ccccc3nc21 (centres undefined)
16	-1.4	0	7	9	-4	-1	-26	0	-1.2	20	CCN(CC)N=Nc1ccc(S(N)(=O)=O)cc1
17	0.2	-7	-3	5	-1	-1	-3	0	-0.1	19	COc1ccc(CCC(=O)OCC(=O)NCc2ccc3c(c2)OCO3)cc1
18	-3.0	3	-2	2	-6	-21	-4	-3	-0.2	-16	Cc1ccc(-c2nnc(-c3cccc(Br)c3)o2)cc1
19	0.0	0	/	-4	-13	2	-3	-8	-0.2	24	COCCCN(C(=O)CCSc1ccc(F)cc1)c1c(N)n(Cc2ccccc2)c(=O)[nH]c1=O
20	0.5	3	/	1	-8	0	-7	1	1.7	14	O=C(NCCC(=O)N1CCCCCCC1)c1ccc(Br)cc1
21	-0.9	0	/	1	-13	1	-20	-6	-2.3	0	CCOc1ccccc1N1C(=O)CC(N(O)c2ccccc2)C1=O (centres undefined)
22	-2.8	-1	4	-10	-4	-4	-5	1	0.2	19	Cc1cc(OC(C)C(=O)NCc2ccccn2)c2c(C)c(C)c(=O)oc2c1 (centres undefined)
23	0.3	4	5	-11	-4	2	-6	3	-0.4	/	COc1ccc(C(C)C)cc1S(=O)(=O)n1ccnc1C
24	-0.5	-4	-1	1	8	-1	-5	12	-1.2	0	O=[N+]([O-])CC1(n2nc3ccccc3n2)CCCCC1
25	-0.3	-4	/	-9	-3	-5	2	-3	-1.6	-25	CCCCNC(=S)Nc1ccc(Oc2ccccc2)cc1
26	-2.3	-9	/	-5	-8	-2	-17	1	-1.6	-58	COc1ccc(-c2cc(CCCC(=O)NCCc3ccc(OC)cc3OC)no2)cc1
27	0.2	-3	/	-5	-8	-3	-2	-4	-2.5	9	CCOC(=O)C1CCN(c2cc3c(cc2NC(=O)c2ccccc2F)n(C)c(=O)n3C)CC1
28	-0.5	-6	5	-4	-1	-4	1	-3	-1.0	-2	COc1ccc(CNC(=O)CCCC(=O)n2nc(C)c3ccccc32)cc1
29	/	-5	-2	-3	1	0	-4	6	0.7	15	O=C(O)CCCn1cc(NC(=O)c2ccc(F)cc2)cn1
30	-4.2	-7	-9	3	-5	-2	14	-2	-0.4	/	Cc1ccc2nc(SCC(=O)Nc3cccc(S(=O)(=O)NC4=NCCCCC4)c3)[nH]c2c1
31	0.6	6	/	-10	4	-3	10	-4	0.0	11	Nn1c(SCC(=O)NC2CCCCCC2)nnc1C(F)(F)F
32	-2.2	-1	-1	-22	5	6	-1	0	2.7	-29	CC(Nc1cc(N2CCN(S(C)(=O)=O)CC2)ccc1[N+](=O)[O-])c1ccccc1 (centres undefined)

# Exported with one line to a screen: 11 of the compounds above
19. COCCCN(C(=O)CCSc1ccc(F)cc1)c1c(N)n(Cc2ccccc2)c(=O)[nH]c1=O
20. O=C(NCCC(=O)N1CCCCCCC1)c1ccc(Br)cc1
21. CCOc1ccccc1N1C(=O)CC(N(O)c2ccccc2)C1=O (centres undefined)
22. Cc1cc(OC(C)C(=O)NCc2ccccn2)c2c(C)c(C)c(=O)oc2c1 (centres undefined)
23. COc1ccc(C(C)C)cc1S(=O)(=O)n1ccnc1C
24. O=[N+]([O-])CC1(n2nc3ccccc3n2)CCCCC1
25. CCCCNC(=S)Nc1ccc(Oc2ccccc2)cc1
26. COc1ccc(-c2cc(CCCC(=O)NCCc3ccc(OC)cc3OC)no2)cc1
27. CCOC(=O)C1CCN(c2cc3c(cc2NC(=O)c2ccccc2F)n(C)c(=O)n3C)CC1
28. COc1ccc(CNC(=O)CCCC(=O)n2nc(C)c3ccccc32)cc1
29. O=C(O)CCCn1cc(NC(=O)c2ccc(F)cc2)cn1
assay / compound	19	20	21	22	23	24	25	26	27	28	29
CAL PDZ FP-1	0.0	0.5	-0.9	-2.8	0.3	-0.5	-0.3	-2.3	0.2	-0.5	/
Keap1 Nrf2 FP	0	3	0	-1	4	-4	-4	-9	-3	-6	-5
CAL PDZ FP-2	/	/	/	4	5	-1	/	/	/	5	-2
PKA-R2B activ	-4	1	1	-10	-11	1	-9	-5	-5	-4	-3
RTF Ca sens inh	-13	-8	-13	-4	-4	8	-3	-8	-8	-1	1
DAGLB inh	2	0	1	-4	2	-1	-5	-2	-3	-4	0
Rtt109 HAT inh	-3	-7	-20	-5	-6	-5	2	-17	-2	1	-4
cardiac RTF act	-8	1	-6	1	3	12	-3	1	-4	-3	6
LANA DNA inh	-0.2	1.7	-2.3	0.2	-0.4	-1.2	-1.6	-1.6	-2.5	-1.0	0.7
SR-BI DiI-HDL act	24	14	0	19	/	0	-25	-58	9	-2	15

# The list goes on:
item	CAL PDZ FP-1	Keap1 Nrf2 FP	CAL PDZ FP-2	PKA-R2B activ	RTF Ca sens inh	DAGLB inh	Rtt109 HAT inh	cardiac RTF act	LANA DNA inh	SR-BI DiI-HDL act	structure
33	-1.2	0	-4	3	-6	0	/	-5	2.2	12	C/C(=C\c1ccccc1)C(=O)c1c(C)cc(C)[nH]c1=O
34	0.6	-1	-7	-8	-1	-3	11	13	-1.5	11	CCCOc1ccc(C(=O)N2CC3(CC(c4cccc(NC(=O)[C@@H]5CCC(=O)N5)c4)=NO3)C[C@H]2C(=O)NC2(C(N)=O)CC2)cc1 (some centres undefined)
35	-0.2	4	-4	-3	-9	-2	1	-7	1.4	51	ClCc1cc2ccccc2nc1Cl
36	0.0	-4	-4	3	-3	-1	-7	1	-0.9	-9	CCC(=O)c1c[nH]c(C(=O)NCc2ccco2)c1
37	-0.7	1	-3	-3	7	1	-6	5	0.2	/	CCOCc1nnc(NC(=O)CS(=O)(=O)c2ccc(C)cc2)s1
38	/	-5	-1	0	1	0	0	2	-0.3	3	Cc1ccc(CN2CCN(C3CCC3)CC2CCO)cc1 (centres undefined)
39	-1.2	-3	0	10	-20	-2	-2	6	0.1	-45	O=c1c2ccc(Cl)cc2[nH]c(=S)n1CCC1=CCCCC1
40	-0.5	-2	1	-1	-26	5	2	18	0.4	-4	COC(=O)c1cc(NC(=O)c2ccccc2)c(=O)oc1C/C=N\OCc1ccc(Cl)cc1Cl
41	/	-1	5	-12	4	0	-2	0	-1.1	8	C/C(=N/NC(=O)c1ccccc1)C(=O)O
42	/	-6	-4	-5	-8	-2	-4	5	-1.8	20	Cc1nc2ccc(NC(=O)NCCCO)cc2s1
43	0.1	-4	-3	2	12	-1	5	-2	0.0	8	CC(C)(C)[C@@H]1C=C(C(=O)NCc2ccccc2)O[C@H](OCc2ccc(CO)cc2)C1
44	0.2	0	-2	2	-3	-1	11	-1	0.6	/	CC(C)CN1CCC(CN(C)Cc2nc(-c3cnccn3)no2)CC1
45	-0.8	1	-1	-12	-21	-10	-9	1	-0.7	-23	O=C(Nc1cccc(C(F)(F)F)c1)c1cccnc1N1CCN(c2ccccc2)CC1
46	0.8	-3	0	3	-3	-2	-3	-1	3.8	/	CCCCOc1ccc(C(O)(CCN2CCOCC2)c2ccccc2)cc1 (centres undefined)
47	-0.3	-4	-3	0	-4	-2	-2	0	1.2	24	CCCCN1C(=O)CCC(C(=O)O)C1c1ccc([N+](=O)[O-])cc1 (centres undefined)
48	-0.4	-1	-2	-2	1	-1	0	-5	-2.0	6	Cc1[nH]c2ccc(C(=O)NCCN3CCOCC3)cc2c1C
